PTHR1 agonist = agonists of human PTHR1 parathyroid hormone receptor; HEK293 GP2 PTHR1 cells, GloSensor cAMP luminescence, 1 h; hit rate 0.075% among 410,000; Potency, µM (highest dose often 115 µM), without a hit: at the top dose activation, hits mostly activators; also: potency is read from the fitted curve at half-maximal effect; nearly all actives have a fitted effect of over 55% in size; some results filed as inactive show a strong effect at the top dose; inactives centre near -15; many of its hits are not listed in these tables
Target sequence (Q03431 whole entry, looked up): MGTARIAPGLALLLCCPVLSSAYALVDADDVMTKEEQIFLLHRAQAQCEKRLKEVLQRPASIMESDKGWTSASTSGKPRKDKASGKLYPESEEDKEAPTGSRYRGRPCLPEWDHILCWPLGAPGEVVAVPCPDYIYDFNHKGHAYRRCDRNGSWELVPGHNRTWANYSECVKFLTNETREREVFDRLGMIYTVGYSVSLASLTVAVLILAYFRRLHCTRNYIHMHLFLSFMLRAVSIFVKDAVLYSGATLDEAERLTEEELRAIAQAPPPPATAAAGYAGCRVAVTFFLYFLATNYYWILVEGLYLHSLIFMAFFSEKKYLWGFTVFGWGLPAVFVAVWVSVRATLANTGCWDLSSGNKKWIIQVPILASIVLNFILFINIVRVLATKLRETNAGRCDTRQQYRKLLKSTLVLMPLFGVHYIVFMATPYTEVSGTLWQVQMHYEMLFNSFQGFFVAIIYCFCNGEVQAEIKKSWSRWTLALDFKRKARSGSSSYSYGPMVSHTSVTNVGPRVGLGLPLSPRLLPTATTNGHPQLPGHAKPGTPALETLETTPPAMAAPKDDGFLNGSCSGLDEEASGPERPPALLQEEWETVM
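HEK-293-derived GP2 cells expressing PTHR1 and a GloSensor cAMP reporter, 3,000/well, plated overnight, given luciferin plus IBMX (each 0.5 mM as added) for 1 h at 37 °C, then compound for 1 h at 37 °C. Luminescence was read after 15 min at room temperature.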
GLP-1R agonist = activates the human GLP-1 receptor; HEK293 GLP-1R CRE-luciferase, luminescence, 4-6 h; cells express a hypersensitive GLP-1R form; P43220; Potency, µM (series often up to 45.6 µM), for inactives: at the highest dose activation, usual class: activators; hit rate 0.007% among 380,000; also: potency is read from the fitted curve at half-maximal effect; % of control where 0% means no effect
IL-2 act = activates IL-2 in a cell-based reporter assay | IL-2 activation reporter assay, cell-based qHTS; stimulated with anti-CD3/CD4/CD28 beads; in transgenic mouse T cells | activation, % (series mostly up to about 46 µM) | hit rate 0.065% among 360,000; in the data active = activation above about 50%; inconclusive = mostly about 30% to 49%; also: 0% is about no effect
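Readout is EGFP and DsRed signal by fluorescent plate cytometry after 18 h at 37 degrees C. Transgenic mouse T cells (750/well) received compound for 60 min before bead stimulation (anti-CD3, anti-CD4, anti-CD28); memory T cells served as non-tolerant control.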
EPAC1 agonist = agonists of human EPAC1; O95398; EPAC1 agonist qHTS, biochemical assay; response scale: 100% = response to 6.5 mM cAMP; Potency, µM (top dose mostly 154 µM), without a hit: top-dose activation, most hits filed as activators; hit rate 0.073% among 360,000; AID 720707; also: potency is read from the fitted curve at half-maximal effect; nearly all actives have a fitted effect of over 60% in size
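Compounds were pinned as a concentration titration into mixtures of EPAC1 (100 nM), BODIPY-GDP-loaded Rap1B (250 nM) and GDP (50 uM). After 5 min at room temperature, fluorescence was followed for 30 min; activity was scaled to 6.5 mM cAMP.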
GLP1R cytotox = cytotoxicity in counter-screen for GLP-1R inverse agonists; HEK293 cAMP-luciferase reporter cells, luminescence, 24 h; Potency, µM (doses to about 38.3 µM), for inactives: at the top dose activity change, negative = inhibition, most hits filed as inhibitors; hit rate 0.13% among 410,000; AID 624418;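 also: loss of luciferase light is scored as toxicity; potency is read from the fitted curve at half-maximal effect; % is scaled to controls: 0 for no effect and ±100 for the full control effect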
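Quantitative HTS format, 1536 wells, 200 cells/uL seeded. Compounds: 23 nL, 24 h, 37 °C. Detection: luciferase reagent, luminescence at 12 min RT; decreased signal taken as cytotoxic.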
PI5P4Ka inh = PI5P4K alpha (human) kinase inhibition | PI5P4Kalpha enzyme, ADP-Glo luminescence, 60 min; hits give low values | max response, % | hit rate 1.2% among 330,000 | AID 652105; active = max response of -50% or lower; inconclusive = between -30% and -50%; inactive = -30% or higher; also: value at the top dose of about 77 µM; % is scaled to controls: 0 for no effect and ±100 for the full control effect
Target sequence (P48426 whole entry, looked up): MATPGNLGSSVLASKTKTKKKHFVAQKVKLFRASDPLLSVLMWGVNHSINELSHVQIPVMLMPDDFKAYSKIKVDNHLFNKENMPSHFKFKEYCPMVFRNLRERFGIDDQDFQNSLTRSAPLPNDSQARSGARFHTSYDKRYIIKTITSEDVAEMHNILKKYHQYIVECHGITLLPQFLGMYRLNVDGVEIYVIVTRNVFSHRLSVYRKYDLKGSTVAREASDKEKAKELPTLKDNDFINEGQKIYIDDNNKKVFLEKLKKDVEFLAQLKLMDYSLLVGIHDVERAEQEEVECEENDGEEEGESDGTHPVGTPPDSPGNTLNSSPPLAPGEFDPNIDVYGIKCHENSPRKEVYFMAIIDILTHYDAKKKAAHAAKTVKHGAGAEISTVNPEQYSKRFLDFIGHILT
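qHTS, 1536-well: enzyme/substrate mix, compound by pin tool, 5 microM ATP final; RT 60 min; ADP-Glo reagents 1 (45 min) then 2 (30 min); luminescence.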
PLK1 PBD inh = PLK1 (human) polo-box domain binding inhibition; Potency, µM, without a hit: max response, negative = inhibition, usual class: inhibitors; hit rate 2.8% among 360,000; P53350; Plk1 PBD binding of FITC phosphopeptide, fluorescence polarization; also: potency is read from the fitted curve at half-maximal effect; series mostly up to about 57 µM; % is scaled to controls: 0 for no effect and ±100 for the full control effect; nearly all actives have a fitted effect of over 65% in size
EPAC1 antag = EPAC1 (human) antagonism. O95398. hit rate 0.14% among 360,000. Potency, µM (doses to about 115 µM), without a hit: top-dose activity change, negative = inhibition, hits mostly inhibitors. AID 720709. EPAC1 GEF assay, Rap1b-BODIPY-GDP exchange fluorescence;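 also: potency is read from the fitted curve at half-maximal effect; plate controls were vehicle for no effect and positive control for full effect; nearly all actives have a fitted effect of over 50% in size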
GLP-1R inv ag = GLP-1 receptor (human) inverse agonism; P43220; HEK293 GLP-1R CRE-luciferase, luminescence, 24 h; GLP-1R form is constitutively active; Potency, µM (titrated, usually from 38.3 µM), without a hit: at the top dose activity change, negative = inhibition, usual class: inhibitors; hit rate 1.6% among 410,000; AID 624417; also: potency is read from the fitted curve at half-maximal effect; % is scaled to controls: 0 for no effect and ±100 for the full control effect; nearly all actives have a fitted effect of over 55% in size
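Inverse agonism was detected as reduced cAMP-driven luciferase luminescence after 24 h compound treatment. The cells were HEK293 clones expressing constitutively active human GLP-1R with the reporter. Reporter-only and GPR119 cell lines served as counterscreen controls.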
An asterisk follows results filed as active; i = inactive; ? = inconclusive; / = not tested or not shown; & = joins results of further samples; [ ] = another dose, or the depositor's remark. Unless noted, calls follow the shape of the dose curve; as a rule, active = well fitted curve in the direction sought with a large enough effect; inconclusive = small, poorly fitted or top-dose-only effect, or another doubt; inactive = no such curve, though single readings can be large; an effect the other way counts as inactive or inconclusive. The list is partial. The share of hits here may be higher or lower than overall.

Screens in order – IL-2 act	PI5P4Ka inh	EPAC1 agonist	GLP1R cytotox	PLK1 PBD inh	EPAC1 antag	PTHR1 agonist	GLP-1R agonist	GLP-1R inv ag
> O=C(O)c1ccc(-c2noc(-c3ccc(F)cc3)n2)cc1
    0.6	/	-12%	/	/	-11%	-94%	-6%	/
> COc1cccc(C(=O)CN(C(=O)c2ccc(Cl)c(Cl)c2)N2C(=O)C3CCCCC3C2=O)c1 (configuration not stated)
    -2.1	/	13%	3%	-10%	-7%	-5%[57.5 µM]	-3%	3%
> COc1ccc(S(=O)(=O)N2CCCC2)cc1C(C)C
    1.3	3	7%	15%	1%	-7%	i	8%	-22%
> Cc1cccc(N2CCN(C(=O)/C=C/c3cccs3)CC2)c1C
    -1.9	-3	14%	-1%	0%	2%	-2%	0%	?
> COc1ccc(CN2CCNC(=O)C2CC(=O)NCCC2=CCCCC2)c(F)c1 (configuration not stated)
    0.0	-14	1%	-3%	-15%	8%	-8%	8%	-3%
> CN(C)/C=N/C(=S)Nc1ccccc1
    -1.0	1	5%	0%[7.66 µM]	-3%	0%	i	2%	-2%[7.66 µM]
> O=c1c2ccccc2nnn1COc1cccc2ccccc12
    0.0	7	5%	4%	4%	-6%	-11%	29%	?
> O=C(c1ccc(S(=O)(=O)Nc2ccccc2F)cc1)N1CCN(c2ccccn2)CC1
    1.7	-2	-5%	0%	-22%	-1%	-9%	7%	-7%
> CN(c1ccccc1C(=O)Nc1ccc(CC#N)cc1)S(=O)(=O)c1ccccc1
    0.4	4	9%	-4%	-3%	4%	-4%	-5%	23%
> Cc1ccccc1OCC(=O)N/N=C/c1ccccn1
    -1.3	-8	4%	-13%	30µM*	6%	-23%	-3%	-17%
> CCCOc1ccc(C(=O)NNC(=S)NC(=O)c2ccccc2[N+](=O)[O-])cc1
    -0.3	0	2%	15%	-9%	-10%	-14%	-3%	0%
> CC(OC(=O)c1ccccc1Br)C(=O)Nc1nc(-c2cccc([N+](=O)[O-])c2)cs1 (configuration not stated)
    3.7	5	9%	10%	-5%	3%	-34%[inhibitor]	-1%	27%
> CCOc1ccc(Nc2sc(C(=O)c3ccc4c(c3)OCO4)c(N)c2S(=O)(=O)c2ccc(C)cc2)cc1
    /	/	/	7%	/	/	i	-6%	-3%
> Cc1ccc(CN2CCN(/N=C/c3ccc(C(=O)O)cc3)CC2)cc1
    -3.8	-4	0%	-2%	-8%	9%	-17%	-4%	7%
> Cc1cccc(CSCc2nnc(N)s2)c1
    2.3	8	3%	-1%	-12%	-13%	i	1%	7%
> CS(=O)(=O)N1CCN(c2nc(-c3ccc(F)cc3)cs2)CC1
    0.2	2	-2%	3%	-3%	0%	-37%[inhibitor][57.5 µM]	6%	20%
> O=C(COc1ccccc1)c1cn(CC(=O)N2CCCC2)c2ccccc12
    -2.2	-4	9%	-3%	-11%	-10%	-2%	7%	12%
> COc1ccc(N=Cc2c[nH][nH]c2=O)cc1
    -2.6	1	-4%	-13%	-4%	11%	-23%	4%	-2%
> COc1cccc(-c2nc(Cl)nc3cc(Cl)ccc23)c1
    -0.6	-2	-12%	1%	-3%	7%	i	9%	18%
> NC(=O)c1cc(S(=O)(=O)NCCc2ccc(Cl)cc2)cs1
    1.8	-3	-8%	-18%	-4%	-23%	i	-2%	-2%
> Cn1c(=O)oc2cc(S(=O)(=O)Nc3ccccc3O)ccc21
    2.1	-7	4%	10%&-15%	-17%	-7%	-9%&6%	0%	-10%&-30%
> CN1CCN(C(c2ccccc2)c2nnnn2C(C)(C)C)CC1 (configuration not stated)
    0.2	-1	-19%	0%	4%	27%	-23%	0%	2%
> CCOC(=O)c1cc(C)n(Cc2cccc(OC)c2OC)c1C
    -1.0	5	6%	4%	-6%	-12%	-26%[57.5 µM]	2%	4µM*
> CSc1ccc(Cn2c(C)c(C(=O)NCc3ccc4c(c3)OCCO4)sc2=O)cc1
    -0.9	4	-27%	-8%	-9%	-10%	-7%	4%	-16%
> Cc1nc2ccccc2c(=O)n1NCc1cccs1
    -2.7	/	8%	6%	-12%	-10%	1%[57.5 µM]	1%	3%
> CC(=Nc1ccc(C)cc1)c1sc2ccccc2c1O
    1.5	/	?	137%[activator]	-18%	-6%	11%	-7%	13µM*
> Cc1c(NC(=O)CN2C(=O)NC3(CCC(C)CC3)C2=O)c(=O)n(-c2ccccc2)n1C (configuration not stated)
    -0.6	-4	6%	12%	-10%	-14%	-17%	-1%	7%
> CN1CCN(NC(=O)c2cccc(C(F)(F)F)c2)CC1
    -3.0	-5	2%	-4%	-2%	-11%	i	7%	9%
> Nc1nc2c(Br)ccc(Br)c2cc1C(=O)NCCc1ccccc1
    -0.8	0	6%	8%	-9%	-1%	6%	1%	18%
> CCOc1ccc(NS(=O)(=O)c2cc(NC(=O)CCNC(=O)c3ccco3)ccc2OC)cc1
    2.3	-5	9%	1%	-9%	-6%	i	18%	5%

The listing continues.
Screens in order – IL-2 act	PI5P4Ka inh	EPAC1 agonist	GLP1R cytotox	PLK1 PBD inh	EPAC1 antag	PTHR1 agonist	GLP-1R agonist	GLP-1R inv ag
> O=C1CC(c2ccccc2)CN1S(=O)(=O)c1ccccc1 (configuration not stated)
    -0.7	-3	-4%	2%	-9%	-15%	i	17%	2%
> COc1ccc2c(C(=O)CN3CCN(c4ccccc4)CC3)c[nH]c2c1
    15	/	1%	-20%	13%	7%	-11%	-6%	0%
> CCN(CC)CCSc1nc(O)c(-c2ccccc2)c(=O)[nH]1
    -0.5	0	14%	3%	-4%	-1%	i	0%	-1%
> COc1ccc(-c2cc3nc(-c4ccccc4)cc(N4CCN(C(=O)c5ccsc5)CC4)n3n2)cc1
    1.1	5	1%	9%	-8%	8%	i	4%	15%
> O=C1C2CCCN2C(c2ccccc2)N1c1ccc(Cl)cc1 (configuration not stated)
    4.6	3	22%	3%	-7%	-21%	-29%[57.5 µM]	-6%	?
> COc1ccc(OC)c(/C=C/C(=O)Nc2cccc(S(=O)(=O)N3CCCC3)c2)c1
    -2.9	-1	0%	99%[activator]	-23%	-6%	-9%	1%	0%
> Cn1cnnc1SCC(=O)NC1CCCN(Cc2ccccc2F)C1 (configuration not stated)
    0.3	-1	6%	14%	-9%	-4%	i	-5%	3%
> O=[N+]([O-])c1cccc(CSc2nnc(Cc3ccccc3)n2-c2ccc(F)cc2)c1
    0.0	18	8%	-11%	2%	1%	i	-2%	?
> CC(CCN1CCC(CN2C(=O)C(=O)NC[C@@H]2Cc2ccccc2)CC1)c1ccccc1 (some centres not stated)
    -0.3	-6	-6%	-1%	-1%	-30%	i	-5%	0%
> Cc1cc(OC(F)F)ccc1NC(=O)Nc1ccc2c(c1)OCO2
    6.3	0	7%	5%	-5%	13%	i	0%	0%
> COc1ccc(-n2nnnc2SCC(=O)Nc2ccccc2)cc1
    -1.9	2	6%	3%	-8%	10%	i	2%	?
> CCCCc1c(-c2ccccc2OC)ncn1CCc1ccc(Cl)cc1
    -1.0	-1	-13%	?	4%	-12%	-42%[inhibitor]	-2%	?
> O=C(Nc1ccc2nc(-c3cccs3)c(-c3cccs3)nc2c1)N1CCOCC1
    -0.7	/	22%	224%[activator]	-22%	-6%	-1%[57.5 µM]	2%	0%
> Oc1ccc2oc3c(c2c1)CCCC3
    -0.1	12	8%	0%	-9%	1%	i	8%	-16%
> COC(=O)c1cc2oc3ccccc3c2n1CC(=O)Nc1ccccc1OC
    0.4	-13	5%	-3%	-7%	-9%	i	-6%	-14%
> CCC(NC(=O)C1CCC1)c1ccc(C)cc1 (configuration not stated)
    -2.2	2	-1%	13%	-11%	-6%	-5%	5%	1%
> O=C(c1cc(C(=O)N2CCN(c3ccc(F)cc3)CC2)cc([N+](=O)[O-])c1)N1CCN(c2ccc(F)cc2)CC1
    -1.0	1	11%	-26%	-11%	?	i	-10%	?
> COc1ccc(NC(=O)CN2CCC(C(=O)c3ccc(C)cc3)CC2)c(OC)c1
    0.5	3	9%	-2%	-3%	-7%	-5%	13%	?
> COc1ccc(N2CCN(S(=O)(=O)c3ccc4oc(=O)ccc4c3)CC2)cc1
    -0.1	-3	-11%	-3%	-1%	-12%	-4%	6%	2%
> CC(Sc1nnnn1-c1ccccc1)C(=O)Nc1ccc(N2CCN(C)CC2)cc1 (configuration not stated)
    -3.2	1	7%	5%	-1%	3%	-17%	7%	?
> CCC(C)Oc1cccc(OCCCCN2C(=O)NC(C)(C)C2=O)c1 (configuration not stated)
    2.8	/	1%	-25%	1%	-9%	-15%[57.5 µM]	23%	-21%
> COc1ccc(Cc2nc3ccccc3n2CC(=O)N/N=C/c2ccccc2)cc1OC
    -0.6	1	-1%	-12%	0%	-6%	i	1%	4%
> CN1CCN(C(=O)CCN2C(=O)/C(=C\c3ccc(Cl)cc3Cl)SC2=S)CC1
    -3.5	4	-6%	?	42µM*	-8%	?	-7%	?
> COC(=O)/C=C1\OC(c2ccccc2)c2ccccc21 (configuration not stated)
    -0.2	0	11%	3%	-10%	2%	-48%	/	-18%
> CCOC(=O)c1nnc2cc(C)nn2c1C
    -0.5	1	-3%	7%	-9%	?	-19%	-4%	2%
> COc1cc(Cl)ccc1NC(=S)N(CCN(C)C)C(C)c1ccncc1 (configuration not stated)
    0.2	1	-10%	-6%	-7%	2%	10%	0%	?
> COc1ccc(CCNS(=O)(=O)c2cc3c4c(c2)CC(=O)N4CCC3)cc1
    -1.6	-4	5%	-1%	-10%	4%	-3%	2%	16%
> COC(=O)COc1ccc(-c2nnc(Nc3ccc(O)cc3)c3ccccc23)cc1
    /	/	/	?	/	/	-46%[inhibitor]	4%	?
> CCOC(=O)N1CCN(C(=O)/C(=C/c2ccc(OC)cc2)NC(=O)c2ccccc2)CC1
    1.4	-4	4%	-11%	?	-4%	-11%[57.5 µM]	-10%	-20%
